Screening data: PubChem BioAssay, National Center for Advancing Translational Sciences (NCATS)
B2AR arrestin: agonists driving beta-arrestin recruitment to human beta2-adrenergic receptor. P07550. beta-arrestin recruitment to beta2AR, cell-based reporter. Potency, µM (top dose mostly 46.1 µM), for inactives: at the highest dose activation, actives largely listed as activators. hit rate 0.02% among 330,000. AID 492947;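 further: potency means the concentration at half of the fitted maximal effect; 0% = DMSO controls and full agonism = EC100 isoproterenol or metaproterenol; nearly all actives have a fitted effect of over 65% in size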
Coupling enz: counter-screen for Giardia aldolase inhibitors: coupling enzyme system. coupling enzyme system counterscreen, AmpLite Red fluorescence. activity change, negative = inhibition, % at 58.2 µM, hits read low. hit rate 0.67% among 290,000. AID 2472; in the data active means activity change below about -30%
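Coupling enzymes only (glyceraldehyde-3-phosphate) + compound, at 57.5 uM final, 10 min RT; add substrate/coupling/AmpLite Red mix, 20 min RT; fluorescence ex 525/em 598 nm. Actives flag coupling-system interference.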
Giardia killer: Giardia lamblia killing; Giardia lamblia trophozoite viability; activity change, % at 7.66 µM, hits read low; hit rate 0.15% among 340,000; in the data active means activity change below about -80%; inconclusive means between about -30% and that limit;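 further: parasites exposed to compound for two days anaerobically before the ATP read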
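Killing of trophozoites was scored by loss of ATP luminescence after a 48 hrs anaerobic exposure to compounds at 37 deg C, using 100 cells per well.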
USP2a inh: USP2a (human) protease inhibition; USP2 core, Ub-CHOP2 coupled fluorogenic reporter, 485/531; Potency, µM (doses to about 38.3 µM), without a hit: at the highest dose activity change, negative = inhibition, most hits filed as inhibitors; hit rate 0.01% among 330,000; AID 463254;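 further: potency means the concentration at half of the fitted maximal effect; plate controls were DMSO wells for no effect and full inhibition by NEM control for full effect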
Target sequence (O75604 whole entry, looked up): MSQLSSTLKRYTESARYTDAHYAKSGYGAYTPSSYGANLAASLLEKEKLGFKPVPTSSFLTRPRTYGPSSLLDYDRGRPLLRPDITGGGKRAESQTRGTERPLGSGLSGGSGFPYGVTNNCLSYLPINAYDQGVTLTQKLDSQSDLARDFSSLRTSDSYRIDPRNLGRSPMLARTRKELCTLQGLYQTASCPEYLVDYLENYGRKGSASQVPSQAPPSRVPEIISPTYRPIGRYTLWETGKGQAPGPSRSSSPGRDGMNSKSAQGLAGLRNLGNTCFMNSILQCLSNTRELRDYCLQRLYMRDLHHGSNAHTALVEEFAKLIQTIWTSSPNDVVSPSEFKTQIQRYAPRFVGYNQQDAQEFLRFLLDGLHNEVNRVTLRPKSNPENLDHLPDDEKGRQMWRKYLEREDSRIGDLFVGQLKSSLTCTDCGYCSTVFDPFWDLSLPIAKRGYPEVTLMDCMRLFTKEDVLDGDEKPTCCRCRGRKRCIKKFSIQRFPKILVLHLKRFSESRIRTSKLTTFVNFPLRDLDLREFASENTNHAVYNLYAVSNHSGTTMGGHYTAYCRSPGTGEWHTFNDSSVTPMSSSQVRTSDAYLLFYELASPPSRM
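Cell-free coupled assay: 10nM USP2 core preincubated 30min RT with compound in Tris-HCl pH 8.0/CaCl2/CHAPS buffer, then 25nM Ub-CHOP2 and 25nM reporter substrate; fluorescence (Ex 485/Em 531) read after 60min RT, normalized to NEM inhibition, concentration-response curves fitted.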
PKM2 activator: PKM2 (human) enzyme activation; hit rate 0.34% among 260,000; Potency, µM (titrated, usually from 57.5 µM), for inactives: at the highest dose activation, actives largely listed as activators; purified PKM2, Kinase-Glo ATP luminescence, activation; response scale: 0% is enzyme alone, no compound; P14618; further: potency means the concentration at half of the fitted maximal effect; nearly all actives have a fitted effect of over 55% in size
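Purified hPK-M2 (>95%) run at intermediate activity with 0.1 mM ADP and 0.5 mM PEP in 50 mM imidazole pH 7.2, KCl, MgCl2; 1 h room temperature. ATP formed read by Kinase-Glo luminescence; normalized to uninhibited and no-enzyme controls.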
GALK inh: galactokinase (human) inhibition; hit rate 0.007% among 270,000; AID 1868; P51570; Potency, µM (highest dose often 57.5 µM), inactives show at the highest dose activity change, negative = inhibition, actives largely listed as inhibitors; Purified GALK, Kinase-Glo residual ATP luminescence; further: potency means the concentration at half of the fitted maximal effect
Target sequence (P51570 whole entry, looked up): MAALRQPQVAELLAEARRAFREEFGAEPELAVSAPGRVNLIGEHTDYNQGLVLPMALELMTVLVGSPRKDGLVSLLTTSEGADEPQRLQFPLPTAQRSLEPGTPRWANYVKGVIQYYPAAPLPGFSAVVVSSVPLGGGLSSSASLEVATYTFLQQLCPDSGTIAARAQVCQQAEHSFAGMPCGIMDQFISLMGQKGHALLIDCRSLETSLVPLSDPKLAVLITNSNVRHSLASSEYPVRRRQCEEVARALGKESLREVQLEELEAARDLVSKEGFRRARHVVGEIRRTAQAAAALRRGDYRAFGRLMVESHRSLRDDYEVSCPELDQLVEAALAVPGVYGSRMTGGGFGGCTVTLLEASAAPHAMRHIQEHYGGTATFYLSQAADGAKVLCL
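Luminescence from leftover ATP (Ultra-Glo luciferase/luciferin) served as read-out after a 1 h room-temperature reaction of 5 nM GALK with 35 uM ATP and 100 uM galactose.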
BCR signal inh: chronic active BCR signaling inhibition; ABC-DLBCL IkBa-CBG/CBR reporter, luminescence ratio, 4 h; Potency, µM (doses to about 46.1 µM), for inactives: at the highest dose ratio change, negative = lower green/red ratio, usual class: inhibitors; hit rate 0.05% among 340,000; AID 493014; active means well fitted inhibition curve with a large enough effect in the signal ratio, with a control signal flat, not every such curve was filed as active; inconclusive means small, poorly fitted or top-dose-only effect, or effect the other way, or a change in a side signal; the % refers to the signal ratio;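 further: potency means the concentration at half of the fitted maximal effect; plate controls were basal doxycycline-induced cells for no effect and cells given 10 µM MG132 for full effect; MG132 reads +100%, hits lower the ratio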
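Cell line TMD8 (human ABC DLBCL), stably expressing tet-inducible CBG68-IkBa fusion and CBR; IMDM/0.5% FBS; cpd up to 46 uM; dox induction, 4 h, 37C/5% CO2; dual luminescence; green/red ratio; MG132 control.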
KCNH2 3.1 block: inhibitors of human KCNH2 3.1 potassium channel isoform. activity change, % (tested at about 1.8 µM). hit rate 0.95% among 340,000. U2OS KCNH2 3.1, thallium flux FluxOr; stronger effect = lower value;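 active means maximum activity change below -70%; inconclusive means maximum activity change from -70% to -50%; inactive means maximum activity change above -50%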;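 further: thallium influx rate constant from kinetic fluorescence after stimulation buffer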
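Kinetic fluorescence (2 min after stimulation buffer) measures Tl+ influx through KCNH2 3.1 expressed by viral transduction in U2OS cells; the rate constant is normalized against DMSO controls serving as positive and negative references.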
hERG WT inh: blocks the wildtype human KCNH2 potassium channel | Q12809 | U2OS, BacMam KCNH2, thallium flux FluxOr; stronger effect = lower value | activity change, % at 1.84 µM | hit rate 0.37% among 340,000 | AID 720551;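 active means maximum activity change below -70%; inconclusive means maximum activity change between -70% and -50%; inactive means maximum activity change above -50%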
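U2OS cells were transduced with wild-type KCNH2 virus (2.03 x 10^8 / mL) for 4 h at room temperature, then cultured overnight at 37 C. Thallium flux was read with FluxOr dye. Rate constants were normalized to DMSO controls.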
uPA surface inh: cell surface uPA generation inhibition | hit rate 0.31% among 330,000 | cell surface uPA generation assay, qHTS | Potency, µM (doses to about 38.3 µM), for inactives: at the highest dose activity change, negative = inhibition, actives largely listed as inhibitors; active means well fitted inhibition curve with a large enough effect; inconclusive means small, poorly fitted or top-dose-only effect; inactive means no such curve, though single readings can be large or run the other way; tested in mouse RAW 264.7 cells; further: potency means the concentration at half of the fitted maximal effect; nearly all actives have a fitted effect of over 55% in size
Eya2 phos inh: blocks the phosphatase activity of human Eya2 | O00167 | recombinant Eya2, OMFP fluorescence dephosphorylation (OMFP is methylfluorescein phosphate) | Potency, µM (top dose mostly 76.9 µM), for inactives: at the top dose activity, negative = inhibition, hits mostly inhibitors | hit rate 0.006% among 330,000 | AID 488837; further: potency means the concentration at half of the fitted maximal effect
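Eya2 (0.2 uM) preincubated 10 min at ambient with compound, then OMFP substrate added at 50 uM; 10 min reaction in 50 mM HEPES pH 7.5, 50 mM NaCl, 5 uM MgCl2, 0.05% BSA, 1 mM DTT. Fluorescence read at Ex 485/Em 525 nm.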
An asterisk follows results filed as active; i = inactive; ? = inconclusive; . = not tested or not shown. Unless noted, the call rests on the fitted dose curve; in most records, active means well fitted curve in the direction sought with a large enough effect; inconclusive means small, poorly fitted or top-dose-only effect, or another doubt; inactive means no such curve, though single readings can be large; an effect the other way counts as inactive or inconclusive. Unless noted, on the % scale 0 is the no-effect control and ±100 the full control effect. Compounds as they come. About 2.4% of those tested had a hit in this group.

SMILES	B2AR arrestin	Coupling enz	Giardia killer	USP2a inh	PKM2 activator	GALK inh	BCR signal inh	KCNH2 3.1 block	hERG WT inh	uPA surface inh	Eya2 phos inh
CC(=O)CSc1nnc(NC(=O)CCc2ccccc2)s1	0.3%	0	-4	5%	-1%	-3%	9%	1	2	3%	-2%
Cc1cc(N2C(=O)C(O)=C(C(=O)c3cccs3)C2c2cccc(O)c2)no1 (configuration not stated)	0.5%	-8	8	0%	26%	2%	-6%	-1	0	-1%	-3%
Cc1ccc(S(=O)(=O)NN2C(=O)c3ccccc3NC2(C)C)cc1	-1.7%	-4	11	0%	-25%	2%	0%	3	46	3%	7%
O=C(c1ccccc1)c1c[nH]c(C(=O)C(Cl)(Cl)Cl)c1	0.4%	3	8	4%	-9%	3%	?	2	3	5%	3%
COc1ccc(Cl)cc1S(=O)(=O)N1CCCC1	0.2%	1	11	0%	7%	5%	?	-29	2	?	-7%
Cc1ccc(N2CC(C(=O)N3CCCc4ccccc43)CC2=O)cc1 (configuration not stated)	0.1%	3	1	0%	0%	1%	3%	-2	1	-2%	-16%
CC(=O)c1c(C)[nH]c(C(=O)OCC(=O)NCCC(C)C)c1C	-0.1%	0	-19	-2%	0%	-1%	?	12	-3	3%	-2%
CCOC(=O)C1CCN(S(=O)(=O)c2ccc3c4c2CC(=O)N4CC(C)S3)CC1 (configuration not stated)	0.3%	-9	-1	0%	2%	.	2%	-7	-14	6%	9%
N#CC(/C(=N/S(=O)(=O)c1cccs1)c1ccccc1)c1nc2ccccc2[nH]1 (configuration not stated)	0.2%	3	1	6%	2%	-3%	?	6	2	-3%	16%
CC(=O)NCCc1nc2ccccc2n1Cc1cccc(C)c1	-0.2%	0	2	9%	-2%	0%	0%	-3	-2	-1%	6%
O=C(c1cccs1)N1C(=O)c2cccc3cccc1c23	0.2%	3	13	2%	-5%	-1%	4%	10	3	8%	-1%
CCOc1ccc(C(Nc2ccc(C)cc2)P2(=O)OCC(C)(C)CO2)cc1 (configuration not stated)	-0.1%	.	-4	0%	4%	1%	?	-1	-1	-3%	-2%
O=C(O)CCCCCCCCc1cn(CN2C(=O)c3ccccc3C2=O)nn1	0.5%	4	1	1%	-26%	.	0%	-1	-20	4%	7%
O=C(NCCCCCCNC(=O)OC1CCS(=O)(=O)C1)OC1CCS(=O)(=O)C1 (configuration not stated)	0.5%	4	11	6%	5%	0%	2%	-7	-10	3%	-11%
Cc1ccc(NC(=S)NC(CO)C(O)c2ccc([N+](=O)[O-])cc2)cc1 (configuration not stated)	-0.1%	1	-9	2%	1%	1%	-1%	12	-18	-4%	5%
COc1cccc(-c2csc3nnc(SCC(=O)NCc4cccs4)n23)c1	-0.4%	3	8	?	0%	3%	-12%	4	3	.	19%
Cc1cc(F)ccc1S(=O)(=O)N1CCCOC1CNC(=O)C(=O)NC1CCCCC1 (configuration not stated)	-0.6%	.	22	0%	-2%	-2%	?	11	-7	14%	10%
O=C(CCSc1nnc(-c2ccncc2)o1)Nc1ccc(F)cc1	-0.6%	1	0	1%	21%	2%	0%	-12	-5	-4%	16%
CN1CCN(c2ccc(S(=O)(=O)N3CCCCC3)cc2N)CC1	0.2%	.	-21	0%	.	.	4%	6	1	-13%	11%
Cc1cccc(C)c1NC(=O)CSc1nc(C)c(CC(=O)c2ccc(Br)cc2)c(C)c1C#N	-0.1%	8	-16	1%	-5%	-1%	-2%	3	7	3%	-5%
COC(=O)c1ccc(C(=O)OC)c(NC(=O)CN(C)Cc2ccccc2)c1	-0.9%	-1	-4	0%	5%	1%	3%	-3	i	-3%	-3%
CC1(C)NC(=O)N(CCCC(=O)Nc2ccc(C(F)(F)F)cc2)C1=O	-0.1%	.	-20	1%	.	.	-1%	-3	-7	-8%	0%
C[C@]12CCC(=O)C=C1CCC1C2CC[C@@]2(C)C1CCC21OCCO1 (some centres not stated)	-1.2%	.	-2	1%	.	.	-3%	23	1	-4%	-5%
CCn1c(SCC(=O)Nc2nnc(C)s2)nc2c(c1=O)SC(C)C2 (configuration not stated)	-0.2%	8	-12	4%	20%	-1%	?	2	-41	-1%	9%
O=C(c1ccc(NS(=O)(=O)c2cccc(C(F)(F)F)c2)cc1)N1CCCC1	-0.3%	.	22	-1%	-5%	6%	-1%	7	-10	0%	-3%

Reprinted from the part before: two compounds; new compounds follow.
SMILES	B2AR arrestin	Coupling enz	Giardia killer	USP2a inh	PKM2 activator	GALK inh	BCR signal inh	KCNH2 3.1 block	hERG WT inh	uPA surface inh	Eya2 phos inh
CCn1c(SCC(=O)Nc2nnc(C)s2)nc2c(c1=O)SC(C)C2 (configuration not stated)	-0.2%	8	-12	4%	20%	-1%	?	2	-41	-1%	9%
O=C(c1ccc(NS(=O)(=O)c2cccc(C(F)(F)F)c2)cc1)N1CCCC1	-0.3%	.	22	-1%	-5%	6%	-1%	7	-10	0%	-3%
Cn1cc([N+](=O)[O-])c(C(=O)N2CCCCCC2)n1	0.0%	.	-10	4%	.	-4%	8%	-3	7	6%	0%
CCOc1ccc(S(=O)(=O)n2ccc(C)n2)c2ccccc12	-0.1%	-1	4	2%	?	-1%	6%	-12	-4	-11%	10%
CCN(C(=O)Cn1ccc(C(F)(F)F)n1)c1c(N)n(Cc2ccccc2)c(=O)[nH]c1=O	0.3%	.	-9	5%	.	.	0%	-9	4	5%	13%
N#C/C(=C\c1coc2ccccc2c1=O)C(N)=S	0.0%	9	-5	-6%	-9%	1%	?	3	12	-17%	21%
CCn1c(SCC(=O)N/N=C(\C)c2ccncc2)nnc1-c1ccccc1	0.3%	-1	24	-2%	0%	5%	1%	-2	2	2%	-9%
CCCCn1nnc(NC(=O)COc2ccc(Cl)c(C)c2)n1	-0.5%	3	-4	3%	-3%	-3%	?	-5	5	.	-16%
C/C=C/c1ccc(OCC(=O)Nc2ccc(OC)c(OC)c2)c(OC)c1	0.0%	0	8	-4%	0%	8%	14%	-8	-3	1%	3%
COc1ccccc1CN(CC(=O)NCc1ccc2c(c1)OCO2)C(=O)c1csnn1	0.6%	1	13	0%	10%	-1%	1%	-10	-1	0%	4%
CC(Sc1nc2ccccc2s1)C(=O)N(C)Cc1ccccc1 (configuration not stated)	-0.1%	0	3	-2%	-3%	-2%	0%	5	-1	?	-1%
Cc1ccc(C(C)C)cc1OCCCCN1CCCC1	-1.2%	1	7	3%	-17%	0%	0%	-4	7	3%	-13%
CC1(C)CC(=O)C(C=NCc2ccc3c(c2)OCO3)=C(O)C1	-0.6%	0	-17	4%	-3%	5%	-9%	11	5	5%	-18%
Nc1cc(=O)[nH]c(SCC(=O)N2CCCc3ccccc32)n1	-1.0%	3	-21	-4%	4%	1%	-6%	-8	-6	-2%	3%
COCCCNC(=O)c1cn(Cc2c(F)cccc2Cl)nn1	-0.1%	-1	-26	0%	-1%	4%	-3%	21	-3	-9%	-5%
Cc1c(NC(=S)NC(=O)c2ccc(-c3ccc(Cl)cc3)o2)cccc1C(=O)O	0.5%	4	10	4%	7%	-1%	4%	22	-16	-2%	-1%
CCCNC(=O)c1ccccc1NC(=O)C1=CSCCO1	-0.2%	.	10	1%	.	3%	0%	6	12	-14%	2%
Cc1ccc(NC(=O)CN(C)S(=O)(=O)c2cnc[nH]2)c(C)c1	-0.1%	-3	-2	2%	.	-4%	3%	-26	2	6%	3%
COc1ccc(Cl)cc1NC(=O)COC(=O)C1CCCCC1	-0.2%	.	3	5%	.	.	0%	-6	3	13%	11%
Cc1cc(NC(=O)/C(C#N)=C/c2ccc(-c3ccc(SC(F)F)cc3)o2)n(-c2ccccc2)n1	-0.3%	-2	14	3%	-14%	0%	?	-30	24	3%	4%
O=C(NCCO)/C(=C\c1ccc2c(c1)OCO2)NC(=O)c1ccc(Br)cc1	-0.4%	1	-26	1%	6%	2%	-2%	-16	-7	1%	7%
CCCN1CCN(C(=O)CCNC(=O)Cn2cnc3ccccc3c2=O)CC1	-0.5%	0	-8	1%	1%	-1%	3%	6	-3	3%	-4%
Cn1ccnc1C1CCCCN1Cc1nc(-c2ccc(Cl)cc2)no1 (configuration not stated)	-0.2%	0	12	1%	-3%	3%	2%	-4	9	17%	-12%
Cc1noc(C)c1COc1ccccc1C(=O)N(C)CC(=O)Nc1ccc(F)c(F)c1F	0.2%	.	-14	0%	.	.	5%	-7	2	3%	0%

Look-ups from the entries so far:
CC1(C)NC(=O)N(CCCC(=O)Nc2ccc(C(F)(F)F)cc2)C1=O – hERG WT inh: -7
COc1ccc(Cl)cc1NC(=O)COC(=O)C1CCCCC1 – BCR signal inh: 0%
